Bioassay records (PubChem BioAssay)
CHX counter – Cycloheximide Counterscreen for Small Molecule Inhibitors of Shiga Toxin | cell reporter, cycloheximide protein synthesis inhibition counterscreen | max response, % | hit rate 12% among 300,000 | AID 2314, 2010; in the data active = max response mostly above about 13%, no sharp cut-off; inactive = mostly below about 14%; note: read at 38.3 µM for the half of the compounds with a filed dose; 0% is about no effect
Sm TGR block – qHTS Assay for the Inhibitors of Schistosoma Mansoni Peroxiredoxins; Schistosoma mansoni thioredoxin glutathione reductase (TGR), Q962Y6; purified TGR, DTNB reduction, TNB absorbance 405 nm; Potency, µM (top dose mostly 114 µM), for the others: top-dose activity change, negative = inhibition, actives largely listed as inhibitors; hit rate 3% among 360,000; AID 485364, 2010; note: potency is the fitted concentration of half-maximal effect; % is set by controls: 0 for no effect and ±100 for the full control effect; nearly all actives have a fitted effect of over 60% in size
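TGR 20 nM + NADPH 100 uM (dispensed conc.), cpd preinc 15 min RT; start with NADPH (500 uM addition) then DTNB (15 mM addition). Kinetic TNB absorbance, 405 nm filter. Four-parameter Hill fit across titration.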
Pf growth 96h – Primary qHTS for delayed death inhibitors of the malarial parasite plastid, 96 hour incubation. P. falciparum luciferase reporter growth, 96 h. Potency, µM (top dose mostly 28.7 µM), inactives show top-dose activity change, negative = inhibition, actives largely listed as inhibitors. hit rate 6.9% among 320,000; note: potency is the fitted concentration of half-maximal effect; % is set by controls: 0 for no effect and ±100 for the full control effect
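Compounds incubated with erythrocytes infected by luciferase-expressing P. falciparum (2% hematocrit, 0.05% parasitemia final) for 96 hours, 37 C in 5% CO2. Growth inhibition scored as decreased luciferase luminescence.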
Pf growth 48h – Primary qHTS for delayed death inhibitors of the malarial parasite plastid, 48 hour incubation; P. falciparum luciferase growth in erythrocytes, 48 h; Potency, µM (highest dose often 28.7 µM), without a hit: at the highest dose activity change, negative = inhibition, most hits filed as inhibitors; hit rate 5.9% among 310,000; note: potency is the fitted concentration of half-maximal effect; % is set by controls: 0 for no effect and ±100 for the full control effect
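Parasite viability was followed by luminescence of a genomically integrated firefly luciferase. Cultures held 0.1% parasitemia at 2% hematocrit (final), incubated under 5% CO2 at 37 C.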
Shiga toxin inh – A qHTS for Small Molecule Inhibitors of Shiga Toxin; Vero cells, Shiga toxin protein synthesis inhibition reporter; inhibition, % at 38.7 µM; hit rate 9.2% among 290,000; AID 2315, 2010; in the data active = inhibition mostly above about 28%, no sharp cut-off; inactive = mostly below about 43%; note: 0% is about no effect
Giardia FBPA inh – qHTS Assay for Inhibitors of Fructose-1,6-bisphosphate Aldolase from Giardia Lamblia; A8B2U2; purified Giardia FBPA; Potency, µM (doses to about 59.6 µM), inactives show at the top dose activity, negative = inhibition, actives largely listed as inhibitors; hit rate 0.71% among 290,000; note: potency is the fitted concentration of half-maximal effect; % is set by controls: 0 for no effect and ±100 for the full control effect; nearly all actives have a fitted effect of over 55% in size
Target sequence (A8B2U2 whole entry, looked up): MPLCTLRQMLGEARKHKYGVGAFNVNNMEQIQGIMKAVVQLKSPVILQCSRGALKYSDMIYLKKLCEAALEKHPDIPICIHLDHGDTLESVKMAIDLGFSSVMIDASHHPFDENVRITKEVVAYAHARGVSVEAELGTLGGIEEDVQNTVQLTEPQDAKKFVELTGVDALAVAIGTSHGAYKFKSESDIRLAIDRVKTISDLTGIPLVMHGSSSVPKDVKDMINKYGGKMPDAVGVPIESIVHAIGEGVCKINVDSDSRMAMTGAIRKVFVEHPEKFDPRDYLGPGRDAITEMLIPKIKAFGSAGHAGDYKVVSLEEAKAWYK
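40 nM FBPA preincubated 10 min at RT with compound (up to 57.5 uM final), then substrate plus GAPDH/TPI/NAD/arsenate coupling and diaphorase/resazurin added. Fluorescence read after 20 min at RT, 525/598 nm.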
Numbers without * were called inactive; ? = inconclusive; . = not tested or not shown; [ ] = another dose, or the depositor's remark. Unless noted, calls come from the whole dose curve; as a rule, active = well fitted curve in the direction sought with a large enough effect; inconclusive = small, poorly fitted or top-dose-only effect, or another doubt; inactive = no such curve, though single readings can be large; an effect the other way counts as inactive or inconclusive. Rows were taken by chance, and some 24% of all compounds hit somewhere here.

molecule,CHX counter,Sm TGR block,Pf growth 96h,Pf growth 48h,Shiga toxin inh,Giardia FBPA inh
Cn1cnc([N+](=O)[O-])c1Sc1n[nH]c(N)n1,-6,10µM*,?,?,-3,0%
CCNCc1nc2cc(Cl)ccc2c(=O)[nH]1,-7,0%,35%[activator],3%,-15,-20%
COc1ccc(-c2csc3ncn(-c4cccc(C)c4)c(=O)c23)cc1OC,-2,6%,31%[activator],?,-2,2%
CC(=O)Oc1ccc2c(=O)c(N3C(=O)c4ccccc4C3=O)c(C)oc2c1,-2,-11%,22%,2%,-9,1%
Cc1ccc(S(=O)(=O)CCC(=O)c2ccc(F)cc2)cc1,0,-17%,66%[activator],26%,-9,4%
CN(C)S(=O)(=O)c1cccc(C(=O)NCc2ccco2)c1,-4,45µM*,-8%[5.75 µM],-6%,-4,4%
Cc1cccc(C)c1OCc1nnc2c3cnn(C)c3ncn12,6,3%,95%[activator],26%,-19,7%
CCCn1nc(Oc2nc(NC(C)C)nc(N(C)C)n2)ccc1=O,-2,-19%,34%[activator],-8%,-3,3%
Cc1cc(C)cc(OCC(=O)N2N=C(c3cccnc3)CC2(O)C(F)(F)F)c1 (configuration not stated),-3,2%,?,23%,9,7%
CC12CN3CC(C)(CN(C1)C31C(=O)N(Cc3ccccc3)c3ccccc31)C2=O (configuration not stated),-1,40%[activator],?,12%,-10,7%
CCC1(C)Cc2c(sc(NC(=O)CCC(=O)O)c2C#N)CO1 (configuration not stated),1,6%,-1%,-1%,-1,0%
COc1ccc(NC(=O)Cn2cc(C(C)=O)c3ccccc32)cc1,0,-15%,?,-59%,.,7%
Cc1cccc(CSc2ccc(S(=O)(=O)N3CCCC3)cn2)c1,.,-17%,6.6µM*,?,.,.
Cn1c(CN2CCCCC2)nc2cc(NS(=O)(=O)c3ccc(Cl)cc3)ccc21,-3,8%,25%,-17%,-8,3%
N#C/C(=C\c1ccc([N+](=O)[O-])cc1)C(=O)NCCCn1ccnc1,4,-22%,2%,-7%,-3,-9%

(continued)
molecule,CHX counter,Sm TGR block,Pf growth 96h,Pf growth 48h,Shiga toxin inh,Giardia FBPA inh
CC(NC(=O)CSc1nnc(CC(=O)Nc2ccc(Cl)c(Cl)c2)n1C)c1ccccc1 (configuration not stated),-4,?,0%,.,13,-1%
CN(C)NC(=S)NC1CCS(=O)(=O)C1 (configuration not stated),-1,23%,13%,-20%,1,-24%
CCN(c1ccccc1)S(=O)(=O)c1ccc(NCC2COc3ccccc3O2)nc1 (configuration not stated),2,6%,?,78%[activator],5,0%
Cc1nc2ccc(Br)cc2c2c1CC(CO)O2 (configuration not stated),-4,-18%,-1%,20%[0.00184 µM],-8,5%
COc1ccc(-c2nc3n(c2C)Cc2ccccc2-3)cc1,39*,-4%,31%[activator],111%[activator],130*,-6%
CCOc1ccc(CCNC(=O)CCNC(=O)c2ccc(Br)cc2)cc1OCC,-3,-16%,-20%,6%,-12,.
COc1ccc2c(c1)[nH]c1c(=O)n(CCc3cnc[nH]3)cnc12,-2,-3%,.,28%,0,-23%
Cc1ccc(S(=O)(=O)c2c(CO)c(-c3ccccc3)nn2C)cc1,-5,2%,16%,6%,-17,3%
COc1ccc(-c2[nH]ncc2CN2CCC(C(=O)N3CCOCC3)CC2)c(F)c1,-2,8%,?,15%,-3,3%
Cc1onc(-c2ccccc2)c1C(=O)N/N=C(\N)COc1ccc(Cl)cc1,-1,1%,1%,-14%,7,11%
CCOc1ccc(N(C(=O)C2CCCO2)C2C=CS(=O)(=O)C2)cc1 (configuration not stated),-1,-4%,101%[activator],14%,-4,3%
N#Cc1nc(-c2ccco2)oc1NCCCn1ccnc1,-4,0%,.,28%,10,4%
CC(CN1CCCCC1)OC(=O)C1c2ccccc2Oc2ccccc21 (configuration not stated),-1,1%,.,7%,11,-7%
COc1ccc(CC(=O)NNS(=O)(=O)c2ccccc2[N+](=O)[O-])cc1,-2,-1%,4.7µM*,24%,-6,-6%
O=C(NC1=NCCS1)C1CC(=O)N(c2ccc(F)cc2)C1 (configuration not stated),-5,-1%,0%,.,-4,1%

Continued.
molecule,CHX counter,Sm TGR block,Pf growth 96h,Pf growth 48h,Shiga toxin inh,Giardia FBPA inh
CCOc1ccc(N=CC2=C(O)CC(C)(C)CC2=O)cc1,-3,-5%,-22%,4%,189*,6%
CC1CCCC(C)N1C(=O)c1ccc2c(c1)S(=O)(=O)c1ccccc1C2=O (configuration not stated),-6,-15%,?,?,-2,8%
Clc1ccc(-c2nnc(N3CCCC3)nn2)cc1,34*,0%,0.59µM*,0.37µM*,145*,0%
O=C1c2ccccc2S(=O)(=O)N1CCCCN1CCN(c2ncccn2)CC1,.,.,-24%,-11%,.,8%
CCCn1nnc(NC(=O)COc2ccc(Cl)cc2)n1,11,0%,21%,9%,12,-9%
CCOC(=O)C1=C(O)/C(=C/c2cc(OC)c(OC)c(OC)c2)SC1=Nc1ccc(OC)cc1,10,4%,247%[activator],106%[activator],18,-7%
Cc1ccc(S(=O)(=O)N2CCCC2C(=O)O)cc1 (configuration not stated),7,-14%,-26%,14%,8,13%
COc1ccc(C)cc1Nc1n[n+](-c2ccccc2)c(-c2cccc(Cl)c2Cl)s1,-1,-9%,13µM*,?,-4,-9%
CCOc1ccc(NC(=O)[C@@H]2CCCN2C(=O)c2cccs2)cc1S(=O)(=O)N1CCOCC1,.,-26%,?,?,.,.
CCOC(=O)c1c(NC(=O)CN(C)C2CCN(C)CC2)sc(C(=O)Nc2ccccc2)c1C,8,2%,?,?,10,20µM*
O=C1CN(C(=O)C2CC2)c2ccccc2N1,1,4%,37%[activator],22%,6,4%
CCOC(=O)C1(C)/C(=N/Nc2ccccc2OC)C(=O)C(=O)N1c1ccccc1 (configuration not stated),-4,.,11%,7%,-3,-23%
O=C(N1CCN(c2ccccc2)CC1)C(F)(F)C(F)F,-7,0%,48%[activator],.,-19,5%
Fc1cnc(N/N=C/c2ccc(-c3ccc(Br)cc3)o2)nc1N1CCOCC1,34*,-19%,5.9µM*,?,58*,-17%
O=C(Nc1cnc2ccccn2c1=O)c1ccc(F)cc1,33*,3%,13µM*,172%[activator],58*,1%

Further structures follow.
molecule,CHX counter,Sm TGR block,Pf growth 96h,Pf growth 48h,Shiga toxin inh,Giardia FBPA inh
CCN1C(=O)[C@H]2[C@@H](c3ccc(-c4ccc5c(c4)OCO5)c(OC)c3)N[C@@](CC(C)C)(C(=O)OC)[C@H]2C1=O,.,50µM*,13µM*,6.6µM*,.,.
COC(=O)c1ccccc1NC(=O)c1cccc(NC(=O)CSCc2ccccc2)c1C,1,2%,-23%,?,3,0%
Cn1nc([N+](=O)[O-])nc1Sc1nnnn1-c1ccc(C(=O)O)cc1,0,.,27%,?,-1,?
CCN(c1ccccc1)S(=O)(=O)c1ccc(Cl)c(NC(=O)COC(=O)c2ccc[nH]c2=O)c1,2,1%,14%,-9%,-11,-4%
O=C(O)C1CCCN1S(=O)(=O)c1ccc2c(c1)CCC2 (configuration not stated),-3,?,?,15%,-2,-4%
CCc1ccccc1NC(=O)CNCC(=O)Nc1ccccc1CC,-1,-6%,-2%,.,-14,-8%
CCOc1cc(S(=O)(=O)Nc2ccncc2)ccc1F,-1,-22%,0%,5%,-2,-5%
CCOC(=O)COc1ccc(S(=O)(=O)N2CCN(c3ccccc3)CC2)cc1,0,4%,0%,17%,13,0%
Cc1ccc(NC(=O)N2CCCc3ccccc32)cc1,31*,1%,-18%,0%,86*,-5%
O=C(c1cccc(-n2cnnn2)c1)N1CC=C(c2ccccc2)CC1,14,-1%,?,1%,33,10%
CCOC(=O)C1=C(O)/C(=C/c2ccc(OCC(=O)Nc3ccc(C)cc3)cc2)N=C1C,-7,-27%,-7%,?,-12,.
COc1ccc(C2/C(=C(/O)c3ccc4c(c3)CC(C)O4)C(=O)C(=O)N2CCN2CCOCC2)cc1 (configuration not stated),-2,-6%,22%,1%,-17,-3%
Cc1ccc(/C=N/n2c(C3CCCCC3)n[nH]c2=S)cc1,0,13%,?,?,4,11%
CCOc1ccc(N2CC(C(=O)N/N=C/c3sccc3C)CC2=O)cc1 (configuration not stated),-2,9%,85%[activator],19%,-10,-8%
NC1=C(c2ccc(F)cc2)C(=O)CS1,6,-1%,?,?,8,-17%

An excerpt from above in order of molecular weight, rising.
molecule,CHX counter,Sm TGR block,Pf growth 96h,Pf growth 48h,Shiga toxin inh,Giardia FBPA inh
CCCn1nc(Oc2nc(NC(C)C)nc(N(C)C)n2)ccc1=O,-2,-19%,34%[activator],-8%,-3,3%
CCOC(=O)C1=C(O)/C(=C/c2cc(OC)c(OC)c(OC)c2)SC1=Nc1ccc(OC)cc1,10,4%,247%[activator],106%[activator],18,-7%
CCN1C(=O)[C@H]2[C@@H](c3ccc(-c4ccc5c(c4)OCO5)c(OC)c3)N[C@@](CC(C)C)(C(=O)OC)[C@H]2C1=O,.,50µM*,13µM*,6.6µM*,.,.

(next part)
molecule,CHX counter,Sm TGR block,Pf growth 96h,Pf growth 48h,Shiga toxin inh,Giardia FBPA inh
O=C(Nc1ccc(F)cc1)N1CCn2c(nc3ccccc32)C1,2,-11%,-5%,?,7,-4%
O=C(CSc1n[nH]c(-c2ccco2)n1)Nc1ccccc1,.,0%,11%,17%,.,.
CCc1ccccc1Nc1ccc(C(=O)O)cc1N,37*,-26%,-4%,147%[activator],69*,1%
O=c1c2ccccc2cnn1Cc1n[nH]c(=S)n1-c1ccccc1,-2,-15%,24%,2%,-3,-9%
C[N+](C)(C)CCOC(=O)CBr,.,-27%,6%,8%,.,-2%
Cc1cc(C)c(C)c(OCCOCCN2CCN(C)CC2)c1,9,3%,?,23%,-6,14%
Cc1nc2nc(SCC(=O)C(C)(C)C)[nH]c2cc1Br,-2,-9%,-23%,17%,36,-6%
COc1ccc(-n2c(=O)[nH]cc(C(=O)Nc3ccc(NC(C)=O)cc3)c2=O)cc1,-3,-2%,-4%,0%,11,-3%
Cc1cc(C)cc(-n2c(C)cc(/C=N/NC(=O)CSc3ncccn3)c2C)c1,-2,4%,-22%,?,34,-1%
CCO/C=C/C(O)(CNC(=O)COc1ccccc1F)C(F)(F)F (configuration not stated),-2,2%,5%,6%,-13,4%
O=C(CCNC(=O)c1ccc([N+](=O)[O-])cc1)Nc1ccc(Cl)c(S(=O)(=O)N2CCOCC2)c1,.,-4%,?,?,.,.
CCCCN(C)C(=O)c1ccc(CS(=O)(=O)c2ccccc2C)o1,1,25µM*,10%,12%,-5,5%
COc1ccc(CCNC(=O)C2CC(=O)N(C3CCCCCCC3)C2)cc1OC (configuration not stated),-3,13%,?,?,17,2%
Cc1ccc2c(Cl)cc(Cl)c(OCC(=O)N3CCCC3)c2n1,35*,40µM*,28%,10%,67*,-15%
Cc1ccc(C(=O)NNC(=O)C2CC2)cc1Br,0,4%,28%,14%,-28,.

(cont.)
molecule,CHX counter,Sm TGR block,Pf growth 96h,Pf growth 48h,Shiga toxin inh,Giardia FBPA inh
Fc1ccccc1CSc1ccc(-c2ccco2)nn1,50*,32µM*,180%[activator],248%[activator],120*,-1%
Cn1nccc1NC(=O)CSCC(=O)O,7,9%,25%,107%[activator],6,2%
COCCNC(=O)CS(=O)Cc1nc(-c2ccccc2C)oc1C (configuration not stated),-2,40µM*,-16%,.,36,0%
COc1ccccc1N1CCN(C(=O)Cn2nnc(-c3ccncc3)n2)CC1,2,-20%,-3%,-6%,-10,9%
CC(C)OC(=O)c1c(NC(=O)c2cnn3c2NC(c2ccccc2)CC3C(F)(F)F)sc2c1CCCC2 (configuration not stated),-5,2%,-20%,.,-8,6%
